LYP inh 2 = inhibitors of human LYP (PTPN22) phosphatase | actives 0.21% (n = 96,000) | recombinant LYP catalytic domain, DiFMUP fluorescence | inhibition, % at 2 µM | Q9Y2R2;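 active means inhibition at 2 µM at or above a set limit, the screen mean plus 3 SD, cut at about 24% in these data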;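 further: 0% = DMSO with enzyme and 100% = enzyme fully blocked by orthovanadate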
HUVEC tox IL1B = HUVEC cytotoxicity counter-screen, IL-1B stimulated; HUVEC cell count loss, Hoechst imaging; cell count reduction, % at 2 µM; AID 845; actives 0.41% (n = 94,000);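 active means cell count reduction more than 3 SD above the screen-wide mean, cut at about 70% in these data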;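 further: normalized per plate to untreated control cells as the no-loss baseline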
ERa SRC1 inh = blocks coactivator binding to human estrogen receptor alpha; AID 629; actives 1.7% (n = 86,000); P03372; inhibition, % at 25.6 µM; TR-FRET ER-alpha LBD / SRC-1 peptide, estradiol-bound; in the data active means inhibition above about 50%;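 further: 0% = receptor plus peptide control and 100% = peptide only without receptor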
PTPN22 act = LYP (human) phosphatase activation; Q9Y2R2; recombinant LYP, DiFMUP fluorescence; 0 = plate median, 100 = signal doubled; activation, % at 2 µM; actives 0.11% (n = 96,000);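 active means activation at 2 µM above a set limit, the mean plus 5 SD, cut at about 37% in these data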
HUVEC tox TNFa = toxic to HUVEC cells under TNF alpha stimulation | HUVEC TNFalpha-stimulated, Hoechst cell count, imaging | cell count reduction, % at 2 µM | actives 0.17% (n = 93,000) | AID 848;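 active means cell count reduction exceeding the screen mean by over 5 SD, scaled to untreated wells per plate, cut at about 78% in these data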;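 further: cells counted after 24 h of TNF alpha exposure following the 1 h pretreatment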
PTK2B oligo ant = blocks oligomerization of human Pyk2 in cells | Q293 cells, Pyk2 FERM NanoBiT luminescence; hits give low values | actives 0.83% (n = 99,000) | AID 1347419 | z-score (the deposit names both 25 µM and 10 µM);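 active means Z-score of -3 or lower, scaled per plate to the spread of control and sample wells; inactive means z-score above -3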;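 further: negative z-score means lost luminescence so less FERM oligomerization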
VCAM1 TNFa inh = reduces TNF alpha induced VCAM1 expression in HUVEC. HUVEC TNFa-induced VCAM-1 immunofluorescence, high-content imaging. inhibition, % at 2 µM. actives 0.48% (n = 95,000). AID 802;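 active means inhibition above the batch mean plus 3 SD, with images confirmed as a hit by eye, cut at about 37% in these data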;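 further: 0% = TNF-stimulated DMSO wells and 100% = unstimulated control wells; not every result past the cut was called active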
FAK inh = inhibitors of human focal adhesion kinase; Q05397; inhibition, %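 (tested at 7 µM)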; actives 0.84% (n = 97,000); biochemical FAK kinase activity assay; in the data active means inhibition above about 19%;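 further: 0% = DMSO and 100% = reference compound high control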
Target sequence (Q05397 whole entry, looked up): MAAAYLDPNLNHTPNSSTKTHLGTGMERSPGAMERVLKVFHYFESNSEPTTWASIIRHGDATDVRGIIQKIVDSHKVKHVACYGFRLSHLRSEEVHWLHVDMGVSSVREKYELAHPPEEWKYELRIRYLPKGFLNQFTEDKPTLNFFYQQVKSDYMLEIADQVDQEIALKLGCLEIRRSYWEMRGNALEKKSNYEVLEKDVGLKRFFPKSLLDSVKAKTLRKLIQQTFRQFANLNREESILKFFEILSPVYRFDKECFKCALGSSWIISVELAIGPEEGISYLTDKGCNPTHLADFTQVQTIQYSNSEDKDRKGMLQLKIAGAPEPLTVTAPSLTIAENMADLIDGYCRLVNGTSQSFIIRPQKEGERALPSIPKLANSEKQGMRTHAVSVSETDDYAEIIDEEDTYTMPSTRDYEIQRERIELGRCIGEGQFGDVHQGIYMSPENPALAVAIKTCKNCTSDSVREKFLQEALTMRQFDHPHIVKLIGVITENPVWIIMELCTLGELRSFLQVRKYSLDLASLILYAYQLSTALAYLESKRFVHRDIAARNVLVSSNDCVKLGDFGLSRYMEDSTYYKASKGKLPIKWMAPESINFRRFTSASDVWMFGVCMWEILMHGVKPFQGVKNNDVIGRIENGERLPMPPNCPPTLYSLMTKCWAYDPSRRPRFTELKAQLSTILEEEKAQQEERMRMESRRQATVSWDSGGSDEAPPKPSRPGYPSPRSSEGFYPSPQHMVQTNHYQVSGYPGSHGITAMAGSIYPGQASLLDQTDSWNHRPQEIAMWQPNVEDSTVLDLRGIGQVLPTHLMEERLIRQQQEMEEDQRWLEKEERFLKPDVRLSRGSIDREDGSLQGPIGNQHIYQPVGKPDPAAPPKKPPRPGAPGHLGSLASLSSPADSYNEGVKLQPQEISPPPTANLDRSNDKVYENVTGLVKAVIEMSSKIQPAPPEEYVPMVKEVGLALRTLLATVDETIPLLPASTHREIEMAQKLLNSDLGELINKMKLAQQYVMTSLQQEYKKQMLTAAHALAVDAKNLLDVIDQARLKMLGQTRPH
F-actin modifier = cytoskeleton assembly modification | HUVEC TNFa F-actin phalloidin imaging, high content | inhibition, % at 2 µM | actives 0.18% (n = 91,000) | AID 836;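 active means inhibition above the batch mean plus 3 SD and confirmed as a hit by visual image inspection, cut at about 30% in these data, passing the limit was not always enough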; further: strong numbers were not always called active
* marks the source's active call; other numbers are inactive results; / = no result given; [ ] = another dose, or the depositor's remark. An unsorted share of the library; 3.8% or so of the library scored in one or more.

molecule,HUVEC tox IL1B,PTPN22 act,LYP inh 2,F-actin modifier,HUVEC tox TNFa,VCAM1 TNFa inh,FAK inh,PTK2B oligo ant,ERa SRC1 inh
CCN(CC)C(=O)c1cc2c(=O)n3ccccc3nc2s1,-6,5,-8,11,2,20,4,/,-2
OCC1(c2cc(C(F)(F)F)n[nH]2)CCCCC1,-29,-4,2,-6,-25,17,-4,2.3,-20
O=C(NCc1cccnc1)C1CCCCN1S(=O)(=O)c1ccc(F)cc1 (configuration not stated),-10,0,-1,-3,-3,10,-3,0.83,-4
CCCCOc1ccc(N2C(=O)CC(NCCc3ccc(S(N)(=O)=O)cc3)C2=O)cc1 (configuration not stated),8,0,1,/,4,-22,-2,1.2,-6
Cc1ccc(OC(=O)C(C)c2cccc(C(=O)c3ccccc3)c2)cc1 (configuration not stated),-28,2,0,-30,8,-8,-5,0.29,/
CCCCSc1ccc(NC(=O)c2cccnc2)cc1,-9,-6,4,-13,-7,4,2,0.16,-2
OC(c1cccs1)(c1cccs1)C1C[N+]2(CF)CCC1CC2 (configuration not stated),-31,-8,11,6,-34,16,2,0.66,/
CCN1CCN(C(=O)c2ccc3c(=O)n(Cc4ccccc4OC)c(=S)[nH]c3c2)CC1,10,-1,0,37,-15,2,8,0.27,4[fluorescence artefact?]
COc1ccccc1N1CCN(S(=O)(=O)c2c(C)ccc3nsnc23)CC1,-13,3,-7,2,-12,2,-1,-2.2,1
COc1oc(-c2ccc(Cl)cc2)nc1C(F)(F)F,-185,-3,2,1,16,6,-1,0.66,-7
COc1ccc(C)cc1-n1nnnc1SCc1nc2ccccc2s1,-1,2,-5,-31,0,21,0,-2.8,0
CCCCN(CC)S(=O)(=O)N1CCC(C(=O)NCc2ccc(F)cc2)CC1,-17,6,-14,3,0,27,0,0.07,-1
O=C1c2oc3ccccc3c(=O)c2C(c2cccc(Br)c2)N1Cc1ccco1 (configuration not stated),-36,8,-9,-1,-41,14,-1,-2.1,-2
COc1cc(OC)nc(Oc2ccccc2C(=O)Oc2cccc(C)c2)n1,-17,-1,4,12,-12,2,-3,-2.7,/
O=C(NCCCN1CCOCC1)c1cccs1,-10,0,-1,3,-6,-12,1,0.44,-1

Entries of single compounds, quoted from the list. Order of values: HUVEC tox IL1B	PTPN22 act	LYP inh 2	F-actin modifier	HUVEC tox TNFa	VCAM1 TNFa inh	FAK inh	PTK2B oligo ant	ERa SRC1 inh
Profile of COc1oc(-c2ccc(Cl)cc2)nc1C(F)(F)F : -185	-3	2	1	16	6	-1	0.66	-7
Profile of O=C1c2oc3ccccc3c(=O)c2C(c2cccc(Br)c2)N1Cc1ccco1 (configuration not stated) : -36	8	-9	-1	-41	14	-1	-2.1	-2

(list continues)
molecule,HUVEC tox IL1B,PTPN22 act,LYP inh 2,F-actin modifier,HUVEC tox TNFa,VCAM1 TNFa inh,FAK inh,PTK2B oligo ant,ERa SRC1 inh
COc1nc(-c2ccccc2)ccc1-c1noc(-c2ccco2)n1,-10,17,-14,-10,48,4,-7,-1.9,6
COc1ccc(C(=O)C(OC(=O)c2ccccc2)c2ccccc2)cc1 (configuration not stated),-7,-7,7,-11,31,4,0,-1.3,/
O=c1[nH]c(=O)n(CCO)c2nnn(Cc3ccccc3)c12,-7,16,-19,-1,-30,1,-2,0.03,-13
CCCNS(=O)(=O)c1ccc(CCC(=O)NCc2ccco2)cc1,-20,0,2,-1,-1,11,-1,2.3,9
CC1CC1C(=O)Nc1nc(-c2ccccn2)cs1 (configuration not stated),0,0,3,14,-10,-12,1,0.71,-6
CC1(C)CC(=O)C2=C(C1)N(c1ccc(F)cc1)C(=O)NC2(C(F)(F)F)C(F)(F)F,11,7,-3,12,/,-44,-4,0.13,/
CC(C)(C)c1csc(NC(=O)Cn2cnc3ccccc3c2=O)n1,51,8,-11,-20,0,-11,0,-1.2,-4
CCCCCCc1cc2cc(-c3nnc(-c4cccc(OC)c4)o3)c(=O)oc2cc1O,10,-30,31*,-7,-35,5,12,/,-3
O=C1CCC(=O)N1CCC(c1ccc(F)cc1)c1ccco1 (configuration not stated),-17,7,-7,8,-9,6,0,0.96,2
O=C(Nc1ccc(S(=O)(=O)N2CCCCCC2)cc1)c1ccco1,-4,1,2,29,15,24,3,-1.5,4
COc1ccc(CNC(=O)c2cc(-c3ccccc3OC)on2)cc1,-5,2,-4,8,-17,6,-5,-2.2,33
CCOC(=O)c1ccc2[nH]cc(C(C)=O)c(=O)c2c1,-31,-2,1,-4,-11,16,6,-0.51,7
Cc1sc(NC(=O)C2CC=CCC2C(=O)O)c(C(=O)OC(C)C)c1C (configuration not stated),3,8,-8,16,-15,-1,-7,2.8,-11
COC(=O)c1nn(-c2ccccc2)nc1-c1nn(-c2ccccc2)nc1C(=O)OC,0,4,-3,13,-37,6,0,-1.2,42[fluorescence artefact?]
COc1ccc(N2C(=O)NC3CC2(C)Oc2ccccc23)cc1OC (configuration not stated),-19,4,-3,6,-25,0,-1,-0.76,1
CCCc1[nH]nc2c1C(c1cccc(OC)c1)C(C#N)=C(N)O2 (configuration not stated),9,-9,4,0,39,28,4,-0.28,7
O=C(Cn1c(NCCO)nc2ccccc21)NCCc1ccc(F)cc1,1,-11,14,-21,26,-8,4,1.6,-3
O=C(CSc1nnc(-c2cccs2)n1-c1ccccc1)NCC1CCCO1 (configuration not stated),0,9,-5,-5,12,14,0,0.49,0
CCC1C(=O)Nc2nc(-c3ccccc3)c(-c3ccccc3)n2N=C1C (configuration not stated),13,-7,8,/,4,6,2,-0.53,-3
COc1ccc(-n2nnc3c(=O)n(Cc4cc(C)ccc4C)cnc32)cc1,13,2,-5,11,9,10,-2,-0.4,-3
CCOc1ccccc1NC(=S)/C(=C(\[O-])c1ccc2c(c1)OCCO2)[n+]1ccc(CC)cc1,-8,-7,5,0,-22,4,-2,-0.21,/
O=C(NCCO)c1ccc(-c2nnc(N3CCOCC3)c3ccccc23)cc1,-13,5,-5,-55,-10,-2,-4,-0.19,-4[fluorescence artefact?]
CN(CC(O)COc1ccc(S(=O)(=O)N2CCOCC2)cc1)C1CCCCC1 (configuration not stated),-91,1,-2,2,-7,-14,0,-0.37,-5
N#CC(C#N)=Cc1cn(-c2ncc(C(F)(F)F)cc2Cl)c2ccccc12,-19,1,2,-15,-16,9,3,-0.94,/
CCOC(=O)C1=C(C)NC2=C(C1c1ccc([N+](=O)[O-])cc1)S(=O)(=O)c1ccccc12 (configuration not stated),9,16,-21,-6,-28,-35,3,-3*,/
Cc1ccc(S(=O)(=O)N(CC(O)CN2CCOCC2)c2cc(Cl)ccc2Cl)cc1 (configuration not stated),-30,-2,6,-4,8,-6,0,2,-7
Cc1sc(NC(=S)NC(=O)c2cccs2)nc1-c1ccc(C(C)C)cc1,18,-5,8,1,12,-4,1,0.08,/
Cc1noc(C)c1S(=O)(=O)N1CCCC(C(=O)N2CCc3ccccc3C2)C1 (configuration not stated),-1,-8,5,0,-20,6,8,/,-7
COc1cccc(C2C(C(=O)OCc3ccccc3)=C(C)Nc3ncnn32)c1OC (configuration not stated),0,0,-3,4,-30,2,0,/,-3
COc1ccc(CNC(=O)c2sc(=S)n(-c3ccc(OC)cc3)c2N)cc1,3,13,-10,7,-15,-9,-1,-0.81,5

Ordered by the number under PTK2B oligo ant (lowest first): three of the compounds above.
structure	PTK2B oligo ant
COc1ccc(CNC(=O)c2sc(=S)n(-c3ccc(OC)cc3)c2N)cc1	-0.81
CN(CC(O)COc1ccc(S(=O)(=O)N2CCOCC2)cc1)C1CCCCC1 (configuration not stated)	-0.37
CCOc1ccccc1NC(=S)/C(=C(\[O-])c1ccc2c(c1)OCCO2)[n+]1ccc(CC)cc1	-0.21

(cont.)
molecule,HUVEC tox IL1B,PTPN22 act,LYP inh 2,F-actin modifier,HUVEC tox TNFa,VCAM1 TNFa inh,FAK inh,PTK2B oligo ant,ERa SRC1 inh
CCOC(=O)N1CCN(c2ccc(C(C)=O)cc2F)CC1,5,4,-10,-17,30,-8,7,1.3,-6
CCOC(=O)COc1ccc(Oc2nc(C)cc(OC)n2)nn1,9,-2,-1,-19,-4,1,10,-0.14,-3
Nc1nc(N2CCN(C(=O)c3ccco3)CC2)nc2ccccc12,-26,-2,2,-17,-10,-6,2,-0.3,19
O=C(O)c1ccc(COc2ccc3ccccc3c2/C=C2/NC(=O)N(c3ccccc3)C2=O)cc1,-59,0,-1,2,-2,19,-2,0.1,/
O=C(NCc1cccs1)c1ccc(N2CCCC2=O)cc1,-10,4,-1,-3,-23,8,0,1.3,/
CCC(C)NC(=O)C1CCCN(c2nc(C)cc(OC)n2)C1 (configuration not stated),-40,12,-14,8,-12,9,-2,-1.1,-3[fluorescence artefact?]
CC1CCC2(CC1)NC(=O)N(CC(=O)Nc1nc(-c3ccc(F)cc3)cs1)C2=O (configuration not stated),-24,-7,9,7,-17,4,0,0.42,/
O=C1C(Cl)=C(NCC2CCCO2)C(=O)N1c1cccc(Cl)c1Cl (configuration not stated),-28,-2,5,2,10,4,1,0.85,-2
Cc1ccc(OCCCC(=O)Nc2ccccc2C(F)(F)F)cc1,3,-2,8,-1,-3,-24,-1,1.6,/
Cc1cc(C)n(-c2cc(N3CCOCC3)nc(-c3ccccc3)n2)n1,16,-1,4,-11,-4,9,-3,1.5,-3
O=S(=O)(NC1=NCCC1)c1ccc(F)cc1,2,-2,0,-2,-31,-4,0,-0.59,/
Cc1ccc(-c2cc(C(F)F)n3ncc(C(=O)N4CCN5CCCC5C4)c3n2)cc1 (configuration not stated),-31,6,-3,6,8,2,1,1.7,-28
C/C(=N\NC(=O)c1csc(C)c1C)c1ccco1,8,-4,5,-17,4,-1,-2,-0.36,-9
Cc1ccc(/C(O)=C2/C(=O)C(=O)N(CCCn3ccnc3)C2c2ccccn2)cc1 (configuration not stated),-46,6,-1,20,0,-5,-5,/,-8
COc1ccccc1C1C2C(=O)N(c3ccccc3)C(=O)C2ON1c1ccccc1 (configuration not stated),-55,-1,-1,-11,-50,-2,-2,1.3,-1[fluorescence artefact?]
O=C(CCl)Oc1ccc2occ(C(=O)c3cccs3)c2c1,-16,3,-6,4,-2,5,5,-0.97,21[fluorescence artefact?]
COc1ccc(S(=O)(=O)CCc2nc3ccccc3s2)cc1,29,-1,0,-35,-3,16,-6,-1.1,-3
CCOC(=O)C1=C(C)NC(C)=C(C(=O)OCC)C1C(=O)OC1CCOC1=O (configuration not stated),-1,13,-16,9,-46,6,-6,0.8,2
CCNC(=O)NC(=O)CSc1nc2ccccc2n1CC(C)C,-6,4,-2,24,-6,-1,3,1.3,-5
CCOCCn1c(C(C)C)nc2ccccc21,0,10,-10,-2,7,-15,-1,0.65,-15
COc1ccc(C2c3c(ncn(CCN4CCOCC4)c3=N)Oc3ccc4ccccc4c32)cc1 (configuration not stated),-7,6,-7,2,-17,5,2,-2.6,5
Cc1cccc(C(=O)NC2CC3CCCC(C2)N3S(=O)(=O)c2ccccc2)c1 (configuration not stated),-66,-8,8,0,-9,-6,1,-0.87,7[fluorescence artefact?]
C/C(=N\NC(=O)CSCc1ccc(Cl)cc1)c1ccc2c(c1)OCCO2,-8,-8,11,25,-23,-3,-3,0.83,/
CCN(CC)c1ccc(NC(=O)c2cc(OC)cc(OC)c2)c(C)c1,7,-2,2,-7,22,37,-1,-1.8,-8
CN1CCC(OC(=O)COc2ccc(C(C)(C)C)cc2)CC1,2,2,-2,52,0,-5,5,3.1,-10
Cc1ccc(CC(=O)N2CC(C)OC(C)C2)cc1 (configuration not stated),-28,1,1,-4,4,12,-3,0.62,4
Cc1ccc(OCc2nnc(SCC(=O)c3cccs3)n2-c2ccccc2)cc1C,-10,-19,21,20,-23,-6,-1,-1.2,-1

Records above marked active in PTK2B oligo ant:
molecule	PTPN22 act	LYP inh 2	F-actin modifier	VCAM1 TNFa inh	FAK inh	PTK2B oligo ant	ERa SRC1 inh
CCOC(=O)C1=C(C)NC2=C(C1c1ccc([N+](=O)[O-])cc1)S(=O)(=O)c1ccccc12 (configuration not stated)	16	-21	-6	-35	3	-3*	/

From PubChem BioAssay
